Screens as filed in PubChem BioAssay.
CHT PAM = allosterically activates the human high affinity choline transporter; Q9GZV3; CHT-expressing cells, membrane potential dye, choline EC20; active compounds read high; LV-AA mutant CHT in HEK293 cells; B-score at 10 µM; hit rate 0.49% among 310,000; AID 488977;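 active = initial fluorescence not abnormally high and integrated response B-score, plate-corrected, over 3 SD above library mean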
Target sequence (Q9GZV3 whole entry, looked up): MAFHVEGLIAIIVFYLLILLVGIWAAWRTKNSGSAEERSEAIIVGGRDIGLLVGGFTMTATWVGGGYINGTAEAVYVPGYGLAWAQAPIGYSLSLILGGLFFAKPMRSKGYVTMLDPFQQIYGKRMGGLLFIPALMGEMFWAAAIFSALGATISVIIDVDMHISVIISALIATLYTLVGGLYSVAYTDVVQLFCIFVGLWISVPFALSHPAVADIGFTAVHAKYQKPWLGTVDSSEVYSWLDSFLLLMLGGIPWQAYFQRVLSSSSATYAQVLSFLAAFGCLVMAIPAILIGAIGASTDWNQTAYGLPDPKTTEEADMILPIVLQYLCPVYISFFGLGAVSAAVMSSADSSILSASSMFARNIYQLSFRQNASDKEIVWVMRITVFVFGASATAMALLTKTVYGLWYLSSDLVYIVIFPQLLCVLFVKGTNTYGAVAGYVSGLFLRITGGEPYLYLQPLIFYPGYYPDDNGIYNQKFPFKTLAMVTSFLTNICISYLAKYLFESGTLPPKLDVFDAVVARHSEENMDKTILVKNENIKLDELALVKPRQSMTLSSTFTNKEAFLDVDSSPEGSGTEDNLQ
OX1R antagonist = antagonists of human orexin 1 receptor; O43613; CHO/OX1R cells, Fluo-8 calcium fluorescence, orexin A; inhibition, % at 5 µM; hit rate 0.43% among 330,000; AID 434989;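 active = inhibition above its plate's threshold, mean inhibition of all tested compounds on the plate plus 3 SD, cut at about 37% in these data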;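 also: 0% = orexin A challenge wells and 100% = SB-334867-A antagonist wells; not every result past the cut was called active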
Target sequence (O43613 whole entry, looked up): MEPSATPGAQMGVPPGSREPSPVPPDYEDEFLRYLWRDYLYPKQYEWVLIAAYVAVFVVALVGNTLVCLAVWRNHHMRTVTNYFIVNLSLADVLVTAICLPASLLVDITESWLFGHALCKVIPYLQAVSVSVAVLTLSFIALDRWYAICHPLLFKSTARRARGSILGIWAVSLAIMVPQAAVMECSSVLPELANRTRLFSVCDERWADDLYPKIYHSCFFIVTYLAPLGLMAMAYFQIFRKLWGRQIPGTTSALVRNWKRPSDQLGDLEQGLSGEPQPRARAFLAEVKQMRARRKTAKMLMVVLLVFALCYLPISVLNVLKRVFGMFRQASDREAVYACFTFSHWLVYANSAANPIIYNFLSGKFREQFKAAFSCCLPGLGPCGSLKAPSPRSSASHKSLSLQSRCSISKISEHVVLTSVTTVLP
An asterisk follows results filed as active; i = inactive; . = no result given. This is a random part of the collection. About 0.83% of those tested had a hit in this group.

The line under a structure holds: CHT PAM | OX1R antagonist
1	Cc1cccc(NC(=O)CN(C)S(=O)(=O)c2ccc(Br)cc2)n1
  i | -17.3
2	O=C(O)C1CCCCC1C(=O)Nc1cnn(Cc2ccccc2)c1 (configuration not stated)
  i | -9.7
3	CC(=O)Oc1c(S(=O)(=O)c2ccccc2)c(C)nn1C(C)(C)C
  i | -11.8
4	O=C(Cc1c(F)cccc1Cl)NNC(=S)Nc1ccc(S(=O)(=O)Nc2ncccn2)cc1
  i | -4.7
5	CC1CCN(CCCCOc2ccccc2Br)CC1
  i | -17.2
6	COc1cccc(C(=O)Nc2ccc(NC(=O)c3ccco3)c(Cl)c2)c1
  i | -16.4
7	Nc1ccc(NC(=O)c2ccco2)c(Cl)c1
  i | -3.3
8	COC(=O)c1cc(NC(=O)CN(c2ccc3c(c2)OCO3)S(C)(=O)=O)ccc1Cl
  i | 4.4
9	c1ccc(-c2nc(C3CCCCC3)c3ccccc3n2)cc1
  i | -10.7
10	CCCNC(=O)CSc1nnc(-c2ccccc2Br)n1-c1cccc(C(F)(F)F)c1
  i | -19.4
11	CCCCn1c(N)c(N(CCC(C)C)C(=O)c2ccc([N+](=O)[O-])s2)c(=O)[nH]c1=O
  i | -41.2
12	CCSc1oc(-c2cccs2)nc1S(=O)(=O)c1ccccc1
  i | -29.6
13	CCOC(=O)N1CCN(C(=O)Nc2cccc3ccccc23)CC1
  i | -10.8
14	COc1ccc(N2C(=O)NC(NS(=O)(=O)c3ccc(NC(C)=O)cc3)(C(F)(F)F)C2=O)cc1 (configuration not stated)
  i | 0.2
15	N#Cc1ccc(COC(=O)C2CCC(=O)N2)cc1 (configuration not stated)
  i | -18.5
16	CCOC(=O)c1ccc(NC(=O)c2cccc3c2C(=O)N(CC2CCCO2)C3)cc1 (configuration not stated)
  i | -30.3
17	CC(=O)C1=NN(c2ccccc2)C(c2ccc3c(c2)OCO3)N1c1ccccc1 (configuration not stated)
  i | -23.3
18	CCOc1ccc(CONS(=O)(=O)c2ccc(NC(C)=O)cc2)cc1Cl
  i | -2.2
19	O=C(CN1C(=O)c2ccc([N+](=O)[O-])cc2C1=O)NCCC1=CCCCC1
  i | -15.8
20	CS(=O)(=O)N1CCN(c2ccccc2NC(=O)Cc2ccc(Cl)cc2)CC1
  i | -17.5

Part of the list above, reformatted.
| nr | Structure | CHT PAM | OX1R antagonist |
| --- | --- | --- | --- |
| 14 | COc1ccc(N2C(=O)NC(NS(=O)(=O)c3ccc(NC(C)=O)cc3)(C(F)(F)F)C2=O)cc1 (configuration not stated) | i | 0.2 |
| 20 | CS(=O)(=O)N1CCN(c2ccccc2NC(=O)Cc2ccc(Cl)cc2)CC1 | i | -17.5 |
| 3 | CC(=O)Oc1c(S(=O)(=O)c2ccccc2)c(C)nn1C(C)(C)C | i | -11.8 |
| 9 | c1ccc(-c2nc(C3CCCCC3)c3ccccc3n2)cc1 | i | -10.7 |

The results go on.
The line under a structure holds: CHT PAM | OX1R antagonist
21	COc1ccc(C(=O)CCNc2ccc3c(c2)OCCO3)cc1
  i | -24.6
22	CC(C)(C)S(=O)(=O)c1ccccc1C(=O)O
  i | -7.2
23	Cc1cc(Cl)c2ccc3ccccc3c2n1
  i | 12.0
24	CC(NC(=O)c1ccc(CS(C)(=O)=O)cc1)c1cccc2ccccc12 (configuration not stated)
  i | -18.3
25	CC12CCC(=O)N1C(C(=O)NCCN1C(=O)S/C(=C\c3ccc(OC(F)F)cc3)C1=O)CS2 (configuration not stated)
  i | -19.0
26	COc1cc(C2C(C(=O)c3ccc(C)o3)=C(O)C(=O)N2c2cc(C)on2)ccc1O (configuration not stated)
  i | -10.4
27	C(=N\Nc1nc2ccccc2[nH]1)/c1cccs1
  i | -36.1
28	O=c1oc2ccccc2c(Nc2ccccc2)c1CN1CCCCC1
  i | -22.5
29	COc1ccc(CC(=O)N[C@@H](C)C(=O)N2CCC3(CC2)NCCc2[nH]cnc23)cc1
  i | -10.4
30	Cc1cc(C)nc(/N=C(/NC(=O)Nc2cccc(Cl)c2)Nc2ccccc2)n1
  i | -14.2
31	O=C(Nc1ccccc1F)c1ccc(Br)o1
  i | 3.1
32	CCn1cc(/C=C(\NC(=O)c2ccccc2F)C(=O)NCCCN2CCOCC2)c2ccccc21
  i | -20.8
33	O=C(OCC(=O)N1CCOCC1)c1cccc(S(=O)(=O)Nc2ccc(F)cc2)c1
  . | -27.8
34	COc1ccc(S(=O)(=O)N2CC(O)CC2C(=O)Nc2cccnc2)cc1 (configuration not stated)
  i | -15.7
35	NC(=O)CCC(NC(=O)c1ccc(Cl)cc1)C(=O)O (configuration not stated)
  i | -6.9
36	O=C(NCc1ccncc1)c1cccc(S(=O)(=O)NCc2ccccc2)c1
  i | 5.1
37	CCCCCn1nc(C)c(/C=N/NC(=O)c2ccoc2C)c1C
  i | -16.9
38	CCCOC(=O)CSc1nc(N)c(C#N)c(CC)c1C#N
  i | -42.2
39	COc1cc(O)c(C(CC(=O)N2CCCCC2)c2ccc3c(c2)OCO3)c(OC)c1 (configuration not stated)
  i | -12.4
40	CC(C)(C)c1cc(=O)n2c(nc3ccccc32)[nH]1
  i | -12.3
41	COc1cc(/C=N/NC(N)=O)ccc1OCC(=O)Nc1cc(C)c(C)cc1Br
  i | -6.1
42	Cn1cccc1-c1cc(C(=O)N/N=C/c2cc(Br)ccc2O)[nH]n1
  i | -9.4
43	CCCCC1(C(=O)OCC)CC(CN2CCOCC2)OC1=O (configuration not stated)
  i | -16.1
44	COc1ccc(-c2cn3c(C)c(C(=O)NCc4ccc5c(c4)OCO5)sc3n2)cc1
  i | -8.6
45	CC(C)C(=O)Nc1cccc(NC(=S)NC(=O)c2ccccc2Cl)c1
  i | -3.9
46	C#CCNC(=O)C1=C[C@@H](c2ccc(C#C)cc2)C[C@@H](OCCCCO)O1
  i | -6.1
47	COc1ccc(NC(=O)CCCNC(=O)c2ccc(Cl)cc2)cc1OC
  i | -5.8
48	CCCc1nc2ccc(NC(=O)c3ccco3)cc2c(=O)n1Cc1ccc(Cl)cc1
  i | -15.4
49	CCCOc1ccc2ccccc2c1/C=N/n1c(C)nnc1-n1nc(C)cc1C
  i | -18.0
50	Cc1ccn2cc(-c3ccc(O)c(O)c3)nc2c1
  i | -13.0
51	CCOc1ccccc1C(=O)NCC(=O)N1CCN(Cc2ccc3c(c2)OCO3)CC1
  . | -8.5
52	CC(=O)c1ccc(NC(=S)NC2CCCC(C)C2C)cc1 (configuration not stated)
  i | 19.5
53	CCOc1ccc(NC(=O)C2=NN(c3ccccc3)C(=O)CC2)cc1S(=O)(=O)N1CCCCC1
  . | -18.6
54	Cc1ccc(S(=O)(=O)N(C)C)cc1NC(=O)CCNC(=O)c1ccco1
  i | -21.4
55	Cc1cccc(CSc2ccc3nnc(-c4cccnc4)n3n2)c1
  i | -23.6
56	NC(=O)c1ccsc1NC(=O)COC(=O)C1=NNC(=O)CC1
  . | 7.5
57	CCn1c(COc2cccc3cccnc23)nnc1SC(F)F
  i | -29.0
58	CCN(CC)S(=O)(=O)c1ccc2c3c(cccc13)C(=O)S2
  i | -32.3
59	CN1C[N+]([O-])=C(c2ccccc2)C1(C)C
  i | 4.0
60	CC(C)(O)CC[C@H](OC(=O)c1ccccc1)[C@](C)(O)[C@H]1CC[C@@]2(O)C3=CC(=O)[C@@H]4C[C@@H](O)[C@H](O)C[C@]4(C)C3CC[C@]12C (some centres not stated)
  i | -13.3
61	CC1CCCCC1NC(=O)COC(=O)c1ccc2c(=O)n3c(nc2c1)CCC3 (configuration not stated)
  . | 8.6
62	CC(C)C(NS(=O)(=O)c1ccc2c(c1)oc(=O)n2C)C(=O)N1CCN(c2ccccc2F)CC1 (configuration not stated)
  i | -12.0
63	CC1=C(/C=C/C(C)=C/C=C/C(C)=C/C(=O)O)C(C)(C)CCC1
  i | 4.8
64	O=C(CCC1CCCCC1)NCc1cccnc1
  i | -9.1
65	O=C(Nc1ccc(Br)cc1)c1cccnc1N1CCOCC1
  i | -8.1
66	CCOc1ccc(NS(=O)(=O)c2ccc(NC(=S)NC(C)=O)cc2)cc1
  i | 5.6
67	Cc1cccc(NCC(O)Cn2cnc3c2c(=O)n(C)c(=O)n3C)c1 (configuration not stated)
  i | -4.5
68	COC(=O)[C@@]1(Cc2ccccc2)[C@H]2C(=O)N(C)C(=O)[C@H]2[C@H]2CN=C(SCc3ccc(Cl)cc3)N21
  . | -3.6
69	COc1ccc(C(=O)Nc2nc(-c3ccc(OC)cc3)c(-c3ccc([N+](=O)[O-])cc3)s2)cc1
  i | -15.3
70	Cc1cccc(NC(=O)CCNC(=O)c2ccccc2Cl)n1
  i | 0.4
71	C/C(=N\NC(=O)CNC(=O)C(c1ccccc1)c1ccccc1)c1ccc(C)cc1
  i | -9.5
72	CCOc1ccc(CNC(=S)N/N=C/c2cccnc2)cc1
  i | -26.7
73	Cc1cc2oc(=O)cc(CN3CCC(C)CC3)c2cc1Cl
  i | -33.4
74	O=[N+]([O-])c1ccc(N2CCNCC2)cc1Sc1nc2ccccc2[nH]1
  i | -27.9
75	COC(=O)C1=NNC(C(=O)c2ccco2)C1c1ccccc1 (configuration not stated)
  i | 5.2
76	CCCCn1c(N)c(N(CCC(C)C)C(=O)C2CSC3(C)CCC(=O)N23)c(=O)[nH]c1=O (configuration not stated)
  i | -17.8
77	CN(C)C=Nc1nonc1-c1ncn[nH]1
  i | -13.8
78	O=C(NCCOC(=O)c1ccccc1)c1ccccc1
  . | -3.4
79	COc1cc2c(cc1NC(=O)c1cccc([N+](=O)[O-])c1C)oc1ccccc12
  i | -20.4
80	Cc1ccc(S(=O)(=O)Cn2nnnc2CN(Cc2ccco2)Cc2cccs2)cc1
  i | -1.0

Compounds 71 to 75 from above:
The line under a structure holds: CHT PAM | OX1R antagonist
71	C/C(=N\NC(=O)CNC(=O)C(c1ccccc1)c1ccccc1)c1ccc(C)cc1
  i | -9.5
72	CCOc1ccc(CNC(=S)N/N=C/c2cccnc2)cc1
  i | -26.7
73	Cc1cc2oc(=O)cc(CN3CCC(C)CC3)c2cc1Cl
  i | -33.4
74	O=[N+]([O-])c1ccc(N2CCNCC2)cc1Sc1nc2ccccc2[nH]1
  i | -27.9
75	COC(=O)C1=NNC(C(=O)c2ccco2)C1c1ccccc1 (configuration not stated)
  i | 5.2

The listing continues.
The line under a structure holds: CHT PAM | OX1R antagonist
81	CCc1sc(C(=O)Nc2ccc3c(c2)OCO3)cc1C
  . | -6.6
82	Cc1nn(CCCC(=O)N2CCc3ccccc3C2)c(=O)c2cc3sccc3n12
  i | -32.5
83	O=C(CNS(=O)(=O)c1cccc(F)c1)OCC(=O)N1CCCC1=O
  . | 11.8
84	Cc1nccn1-c1ncnc2sc3c(c12)CCCC3
  i | -6.5
85	O=C(Cc1ccc(F)cc1)N[C@@H]1c2ccccc2CC[C@@H]1O
  . | -30.8
86	CCCc1cc(=O)oc2cc(C)cc(OCC(=O)NC3CCN(Cc4ccccc4)CC3)c12
  i | -23.4
87	CCOC(=O)/C(C#N)=C/c1cc2ccccc2nc1N1CCCCC1
  i | -26.5
88	Clc1cccc(Cl)c1CSc1nnc(/C=C/c2ccccc2)o1
  i | -30.9
89	O=C(NCCc1ccccc1)C1CCC(CNS(=O)(=O)c2cccs2)CC1 (configuration not stated)
  i | -13.0
90	COc1ccc(CCC(C)NCc2ccccc2OC)cc1 (configuration not stated)
  i | -24.8
91	COCCNC(=O)NC(=O)COC(=O)c1ccc2[nH]c3c(c2c1)CCCC3
  i | -21.7
92	c1ccc(CSc2nnc(-c3ccco3)c(-c3ccco3)n2)cc1
  i | -2.8
93	COc1ccc(/C=N/NC(=O)CC(=O)N/N=C/c2ccc(OC)cc2)cc1
  i | -6.4
94	CCOC(=O)/C(C(C)=O)=C1\OC(=O)c2ccccc21
  i | -0.6
95	COc1ccc(NC(=O)N(Cc2cccnc2)Cc2ccccc2Cl)c(OC)c1
  i | -5.1
96	COc1ccc(NC(=O)COC(=O)C2CC(=O)N(c3ccc(OC(C)C)cc3)C2)cc1 (configuration not stated)
  i | -0.2
97	O=S(=O)(NCCc1ccccc1)c1ccc(-n2cnnn2)cc1
  i | -18.4
98	COc1ccc(N2CCN(C(c3ccc4ncccc4c3)c3nnnn3C(C)(C)C)CC2)cc1 (configuration not stated)
  i | -22.7
99	COc1ccc(/C=C(\C#N)C(=O)NCC2CCCO2)cc1OC (configuration not stated)
  i | 1.4
100	O=C(CSc1nc(-c2cccs2)cc(C(F)(F)F)n1)Nc1cc(OCC(F)(F)C(F)F)cc([N+](=O)[O-])c1
  i | 4.3
101	COc1cccc(NC(=O)NNC(=O)CCc2ccc(O)c(O)c2)c1
  i | .
102	Cc1noc(C)c1C(=O)NC(C)C1CCCO1 (configuration not stated)
  i | -1.4
103	O=[N+]([O-])c1ccc2nc(-c3ccc(Cl)cc3)[nH]c2c1
  i | 11.8
104	Cc1ccc(C)c(NC(=O)C2CCCN(c3cnccn3)C2)c1 (configuration not stated)
  i | -12.5
105	CCN(CC)C(=O)C1CCCN(c2ccc([N+](=O)[O-])cc2/C=N/NC(=O)c2ccc([N+](=O)[O-])cc2)C1 (configuration not stated)
  i | -11.5
106	Cc1cc(=O)[nH]c(S)c1C#N
  i | -11.3
107	O=C(O)c1cccc(-c2ccc(/C=N/n3cnc4sc5c(c4c3=O)CCCC5)o2)c1
  i | -6.9
108	Cc1cccc(NC(=O)Cn2cnc3sc(C)c(S(=O)(=O)N4CCC(C)CC4)c3c2=O)n1
  i | -25.3
109	CCOc1ccc(C(=O)NC2CCCCCCC2)cc1
  i | -22.1
110	CCCc1cc(=O)[nH]c(SCC(=O)N2CCN(S(=O)(=O)c3ccc(C)cc3)C2)n1
  i | -25.0
111	CCOC(=O)C1CCCN(C(=O)c2ccc(C)c(NC(=O)C3=C(C)OCCS3)c2)C1 (configuration not stated)
  i | -40.7
112	O=C(Nc1ccccc1)Nc1nccs1
  i | -3.3
113	Cc1cc2c(Nc3cccc(O)c3)ncnc2s1
  i | -15.3
114	CN(C)S(=O)(=O)N1CCN(C(=O)N2CCOCC2)CC1
  i | -5.4
115	Cc1ccc(C=NCc2ccncc2)c(O)c1
  i | 2.0
116	CC1CCCC(NC(=O)COC(=O)c2ccccc2NC(=O)c2ccco2)C1C (configuration not stated)
  i | -15.8
